Screening data from PubChem.
NR2E3 ag-1 – activates human NR2E3 receptor | Q9Y5X4 | CHO-S Gal4-NCOR/VP16-NR2E3 two-hybrid, luciferase | inhibition of corepressor binding, % at 3.98 µM | 0.35% of 360,000 active | AID 602229;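 active = inhibition above the mean of all tested compounds plus 3 SD, cut at about 70% in these data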;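 also: 0% = DMSO with NR2E3 transfected cells and 100% = cells lacking NR2E3 construct; higher means lower luciferase signal from less NR2E3 corepressor binding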
Target sequence (Q9Y5X4 whole entry, looked up, the tested form may be a part): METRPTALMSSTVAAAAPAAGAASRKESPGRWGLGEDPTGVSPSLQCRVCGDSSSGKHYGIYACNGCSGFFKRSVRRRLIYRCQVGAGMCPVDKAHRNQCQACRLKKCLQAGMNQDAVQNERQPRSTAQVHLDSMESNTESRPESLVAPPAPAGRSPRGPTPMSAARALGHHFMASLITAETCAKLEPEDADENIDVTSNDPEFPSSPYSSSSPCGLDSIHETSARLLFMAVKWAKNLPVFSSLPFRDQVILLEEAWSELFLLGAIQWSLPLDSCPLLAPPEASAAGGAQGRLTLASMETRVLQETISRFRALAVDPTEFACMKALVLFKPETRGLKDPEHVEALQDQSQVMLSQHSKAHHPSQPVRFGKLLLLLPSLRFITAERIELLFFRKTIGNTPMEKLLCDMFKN
NR2E3 ag-2 – NR2E3 (human) agonism; inhibition of corepressor binding, % at 4.78 µM; 0.12% of 320,000 active; AID 2300; Q9Y5X4; GST-NR2E3/biotin-RetCOR TR-FRET, 1536-well;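 active = percent inhibition above the cutoff of mean plus 3 SD of all tested compounds, set per screening campaign, cut at about 20% in these data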;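 also: 0% = DMSO wells and 100% = biotin wells as full block of FRET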
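Format: 1536-well format; test system: GST-NR2E3 and biotin-RetCOR proteins; read-out basis: percent inhibition of TR-FRET ratio; timing: 5 h incubation at 4 °C; detection: time-resolved FRET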
TWEAK-Fn14 inh – blocks TWEAK-Fn14 interaction in a reporter cell assay; TWEAK-stimulated Fn14 reporter cells, luciferase luminescence, 8 h; inhibition, % at 10 µM; 2% of 360,000 active; AID 1159606; in the data active = inhibition above about 50%
Peg3 promoter – Peg3 promoter activity inhibition. HeLa PEG-Prom luciferase reporter, luminescence, overnight. inhibition, % at 20 µM. 1.7% of 360,000 active;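 active = inhibition of at least 50% at 20 µM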
KKLEB tox – reduces viability of KKLEB cystic fibrosis airway cells. 0.36% of 360,000 active. KKLEB CF airway cells viability, ATPlite luminescence, overnight; stronger effect = lower value; cells stimulated with P. aeruginosa culture filtrate. activity change (cytotoxicity), % at 5 µM;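 active = corrected activity change at or below -50% at 5 µM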
CF NFkB block – inhibitors of cystic fibrosis induced NF-kB. KKLEB NF-kB-GFP reporter, PAF-induced, GFP fluorescence overnight. inhibition, % at 5 µM. 0.86% of 360,000 active. AID 588850;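 active = at least 50% inhibition at 5 µM, scaled per plate between neutral and stimulator controls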;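 also: PAF is a Pseudomonas aeruginosa culture filtrate used as stimulus; plate controls were PAF-stimulated DMSO wells for no effect and unstimulated DMSO wells for full effect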
HIF-2a block – HIF-2a inhibition | inhibition, % at 18.8 µM | 0.72% of 360,000 active | 786-0 RCC cells HIF-2a reporter, luciferase luminescence, overnight;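 active = inhibition of the luminescence signal of 40% or more relative to plate controls, in a single-dose primary screen at 18.75 µM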
TRPM1 prom inh – reduces MITF-dependent TRPM1 promoter luciferase signal; inhibition, % at 12.5 µM; SK-MEL-5 TRPM1 promoter luciferase, 24 h; 0.83% of 330,000 active;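 active = mean inhibition across replicates of 60% or more, whatever share of single replicates reaches that level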; also: values of inactives mirror those of a sister screen read the other way
aDG glyco act – increases alpha dystroglycan glycosylation; 0.22% of 360,000 active; Pro5-aDG cells, alpha-DG glycosylation AlphaScreen (IIH6); 0% Pro5, 100% B10-LARGE cell signal; activation, % at 10 µM;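 active = activation of at least 8% versus controls, or a plate z-score of at least 8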;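 also: Pro5 are CHO cells carrying HIG-tagged alpha-DG that lacks glycosylation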
iPSC survival up – increases survival of single human iPS cells; hiPSC single-cell survival, ATPlite luminescence; 100% = ROCK inhibitor wells, 0% = DMSO; survival enhancement, % at 20 µM; 0.044% of 360,000 active; AID 602274; in the data active = survival enhancement above about 18%;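 also: cells exposed to compounds for 16 hours before the ATP read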
Shn3 inh set2 – reduces Shn3 3'UTR luciferase signal in osteoblasts; inhibition, % at 12.5 µM; AID 588674; Clone20 osteoblast Shn3 3'UTR firefly luciferase, 24 h; 0.52% of 360,000 active;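 active = mean inhibition of at least 75% with every replicate also reaching 75%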;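 also: 0% = median of neutral control wells and 100% = pilot-screen positive control compound; some compounds past the cut are filed as inactive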
Starred values were filed as active, the others as inactive; . = not tested or not shown. Compounds were not picked by outcome; 4.4% or so of the library scored in one or more.

SMILES | NR2E3 ag-1 | NR2E3 ag-2 | TWEAK-Fn14 inh | Peg3 promoter | KKLEB tox | CF NFkB block | HIF-2a block | TRPM1 prom inh | aDG glyco act | iPSC survival up | Shn3 inh set2
Cc1cc(NC(=O)CCCC(=O)N(CC(=O)NC2CCCCC2)c2ccccc2)no1 | -20 | -1 | 4 | 0 | -6 | -5 | 8 | 1 | 0.0 | -2.8 | 7
CCN1C(=O)c2cccc3c(N)ccc(c23)C1=O | -21 | -6 | -27 | -23 | 11 | -58 | -30 | -10 | 0.4 | -0.3 | 10
NC(=O)CSc1nnc(-c2ccco2)n1-c1ccc(F)cc1 | -29 | . | -11 | -4 | -4 | 4 | 18 | . | -0.1 | -1.2 | 4
COc1ccc(CN(C)C(=O)c2cccc(C(=O)N(C)Cc3ccc(OC)cc3)c2)cc1 | -8 | -1 | 5 | 11 | 10 | 12 | 12 | 6 | 0.1 | -0.2 | 3
Cn1ccc(C(=O)Oc2ccc(C(=O)Nc3ccc(F)cc3F)cc2)n1 | -36 | 5 | -20 | -51 | 4 | -2 | -50 | -39 | -0.3 | -0.5 | -19
CCNC(=O)CN(c1ccc(Cl)cc1)S(=O)(=O)c1ccccc1 | 11 | -4 | -10 | 20 | 0 | 0 | 16 | 9 | -0.2 | -0.1 | 3
CCn1c(SCC(=O)NC2CCCCC2)nnc1-c1cccnc1 | -13 | 2 | 0 | 1 | 15 | -20 | 1 | 3 | 0.0 | 1.4 | -14
O=C(CSc1nc2c(sc3ccccc32)c(=O)n1Cc1ccco1)NCC1CCCO1 (stereo not given) | 2 | 1 | 20 | 21 | 6 | -2 | 4 | 16 | -0.1 | -2.9 | 37
Cc1cc2cc(CNC(=O)CC(C)C)ccc2n1C | 4 | -3 | -7 | 14 | 11 | -3 | 14 | -3 | -0.1 | 1.4 | -19
Cc1ccccc1-n1nc2c(c1NC(=O)C1CCCC1)CS(=O)(=O)C2 | -13 | -1 | 5 | -12 | 9 | -10 | 0 | 4 | 0.0 | 0.1 | -7
COc1ccccc1-c1nnc(NC(=O)CCS(=O)(=O)c2ccccc2)o1 | -7 | -1 | 0 | 3 | -2 | 21 | 13 | 41 | 1.3 | 0.1 | 10
COc1ccc(CC(=O)OCC(=O)Nc2c(C)n(C)n(-c3ccccc3)c2=O)cc1 | 12 | 3 | -4 | 4 | 8 | -6 | 14 | -3 | -0.1 | 0.0 | 9
Cc1oc(-c2ccc(Cl)cc2)nc1CN1CCC(C(=O)NCc2cccnc2)CC1 | 18 | 1 | -7 | -1 | 2 | 3 | 5 | -1 | 1.7 | -2.4 | 6
COc1cccc2oc(CCc3ccccc3)cc(=O)c12 | -51 | . | -50 | -249 | -12 | 23 | -197 | -58 | 0.0 | -2.1 | -54
c1ccc2c(-n3cccn3)cccc2c1 | -11 | 3 | -28 | -104 | 7 | -10 | -114 | -33 | -0.1 | -1.3 | -38
N#Cc1ccc(CSc2ccccn2)c(Cl)c1 | -21 | 0 | -20 | -106 | -19 | 3 | -141 | -12 | 0.0 | -0.3 | -1

Sorted by length of the SMILES (smallest number first): some entries from above.
SMILES | NR2E3 ag-1 | NR2E3 ag-2 | TWEAK-Fn14 inh | Peg3 promoter | KKLEB tox | CF NFkB block | HIF-2a block | TRPM1 prom inh | aDG glyco act | iPSC survival up | Shn3 inh set2
c1ccc2c(-n3cccn3)cccc2c1 | -11 | 3 | -28 | -104 | 7 | -10 | -114 | -33 | -0.1 | -1.3 | -38
N#Cc1ccc(CSc2ccccn2)c(Cl)c1 | -21 | 0 | -20 | -106 | -19 | 3 | -141 | -12 | 0.0 | -0.3 | -1
Cc1cc2cc(CNC(=O)CC(C)C)ccc2n1C | 4 | -3 | -7 | 14 | 11 | -3 | 14 | -3 | -0.1 | 1.4 | -19
COc1cccc2oc(CCc3ccccc3)cc(=O)c12 | -51 | . | -50 | -249 | -12 | 23 | -197 | -58 | 0.0 | -2.1 | -54
CCn1c(SCC(=O)NC2CCCCC2)nnc1-c1cccnc1 | -13 | 2 | 0 | 1 | 15 | -20 | 1 | 3 | 0.0 | 1.4 | -14
CCNC(=O)CN(c1ccc(Cl)cc1)S(=O)(=O)c1ccccc1 | 11 | -4 | -10 | 20 | 0 | 0 | 16 | 9 | -0.2 | -0.1 | 3
Cc1ccccc1-n1nc2c(c1NC(=O)C1CCCC1)CS(=O)(=O)C2 | -13 | -1 | 5 | -12 | 9 | -10 | 0 | 4 | 0.0 | 0.1 | -7
Cc1oc(-c2ccc(Cl)cc2)nc1CN1CCC(C(=O)NCc2cccnc2)CC1 | 18 | 1 | -7 | -1 | 2 | 3 | 5 | -1 | 1.7 | -2.4 | 6

Next results follow:
SMILES | NR2E3 ag-1 | NR2E3 ag-2 | TWEAK-Fn14 inh | Peg3 promoter | KKLEB tox | CF NFkB block | HIF-2a block | TRPM1 prom inh | aDG glyco act | iPSC survival up | Shn3 inh set2
O=C(COc1cccc(-n2cnnn2)c1)NC1CCCCC1 | 8 | 1 | 3 | -13 | 6 | 6 | 11 | -6 | 0.1 | 0.0 | -2
COc1ccc(C(=O)CN2CCN(CCN3C(=O)c4cccc5cccc(c45)C3=O)CC2)cc1 | -7 | -3 | -15 | 41 | -2 | -13 | 13 | -8 | -0.1 | -0.4 | 2
CNC(=O)c1c(NC(=O)CCS(=O)(=O)c2ccccc2)sc2c1CCN(C(=O)OC)C2 | -19 | 3 | 3 | -1 | 7 | -11 | 12 | -7 | 0.2 | 1.8 | -10
CCN(CC)C(=O)Cn1c(=O)n(-c2ccc(CC(=O)NCc3ccccc3)cc2)c(=O)c2sccc21 | 14 | 0 | -2 | -1 | 0 | 10 | 11 | 1 | -0.2 | 0.2 | -1
CCOc1cccc(Nc2ccc([N+](=O)[O-])cn2)c1 | -27 | 0 | -15 | -116 | 0 | 12 | -204 | -51 | 0.0 | 2.4 | -38
COC(=O)c1cc(OC)c(OC)cc1NC(=O)C1CCC(=O)N1S(=O)(=O)c1ccc(C)cc1 (stereo not given) | 0 | 2 | -15 | 12 | -6 | -6 | 7 | 6 | 0.0 | -0.8 | 10
CC[C@H](C)[C@H]1CNC(=O)C(=O)N1CC1CCN(CC2CCC(C)CC2)CC1 (stereo not given in full) | -28 | . | 27 | -7 | -5 | 7 | 8 | -12 | 0.0 | 8.8 | -11
C=CCn1c(=N)c(C(=O)NCCCOC)cc2c(=O)n3cc(C)ccc3nc21 | -15 | 3 | -27 | -13 | 4 | -13 | 16 | -2 | 0.2 | 0.0 | -10
Cc1cccc(C)c1-n1c(C)nn(CC2CC2)c1=O | -12 | -1 | -2 | -6 | -2 | 7 | 6 | 4 | -0.5 | -0.7 | -8
CC(=O)N(C)c1ccc(NC(=O)Cc2cccc3ccccc23)cc1 | -29 | 2 | -1 | -16 | -7 | -7 | -7 | 8 | 0.0 | 0.3 | -12
O=C(CN1C(=O)c2ccccc2C1=O)NNC1=NS(=O)(=O)c2ccccc21 | 14 | 0 | -10 | -3 | 9 | -1 | 13 | -9 | -0.1 | 0.9 | 4
Cc1ccccc1C(=O)NC1CC(C)(C)NC(C)(C)C1 | -2 | -3 | -9 | 0 | -5 | 16 | 14 | 8 | -0.4 | 3.5 | 2
N#C/C(=C\c1ccc[nH]1)C(=O)Nc1ccccc1[N+](=O)[O-] | -78 | 3 | -31 | -80 | 2 | -12 | -141 | -4 | 0.1 | 1.7 | -16
COc1ccccc1NC(=O)C1=C(C)Nc2nnnn2C1c1cccc(C)c1 (stereo not given) | -24 | 1 | 6 | -3 | -11 | 19 | 11 | 2 | -0.1 | 0.5 | -7
O=C(COC(=O)[C@H](Cc1ccccc1)N1C(=O)c2ccccc2C1=O)Nc1ccc2c(c1)OCO2 | -10 | -2 | -6 | 1 | 2 | 12 | 18 | -20 | 0.3 | 1.7 | -3
COc1ccc(Cl)cc1NC(=O)CSc1nnc(COc2ccccc2)n1C | 1 | 2 | 11 | -3 | -13 | -3 | 3 | 11 | 0.5 | -0.1 | 24

The list goes on.
Values run as follows: NR2E3 ag-1	NR2E3 ag-2	TWEAK-Fn14 inh	Peg3 promoter	KKLEB tox	CF NFkB block	HIF-2a block	TRPM1 prom inh	aDG glyco act	iPSC survival up	Shn3 inh set2
> CCCCc1cc(=O)oc2cc(C)cc(OC(C)C(=O)NCC3CCC(C(=O)O)CC3)c12 (stereo not given)
→ -3	-4	-10	8	-1	-9	-3	-4	-0.2	0.4	6
> CCCCn1c(=O)cc(C)n(-c2ccccc2)c1=O
→ -18	0	-7	4	10	5	10	1	0.0	0.9	-15
> COC(=O)C1=C[C@@H](C(=O)OC)[C@@H]2C3=C(C(=O)[C@]2(C)NC(=O)c2ccccc2)[C@H](C)n2c(=O)n(C)c(=O)n2[C@@H]3C1
→ -3	3	-2	6	-3	8	8	-12	0.0	-1.2	2
> CC(NC(=O)C1CCCN1S(=O)(=O)c1cccc2cccnc12)c1ccccc1 (stereo not given)
→ 15	0	-34	-3	-1	-8	25	5	0.1	-1.3	-9
> CCN(CC)C(=O)CSc1nc2ccccc2o1
→ -35	0	12	-139	-2	0	-127	-30	0.8	-2.8	-24
> O=C(NCCN1CCOCC1)c1nn2c(c1Cl)NC(c1ccccc1)CC2C(F)(F)F (stereo not given)
→ -1	1	13	2	-12	13	16	1	0.0	-0.4	3
> COCC(O)CSc1nc(C)[nH]c1[N+](=O)[O-] (stereo not given)
→ -1	1	-4	1	13	-10	3	-26	-0.2	-0.5	-45
> C=CCn1c(CCC(O)COCCCCC)n[nH]c1=S (stereo not given)
→ 7	-2	2	8	1	0	7	7	0.0	0.1	10
> COc1ccc(N(C(=O)c2snc(C(N)=O)c2N)C(C(=O)NCC2CCCO2)c2ccc3ncccc3c2)cc1OC (stereo not given)
→ -12	6	24	-21	1	-3	9	6	0.0	-0.1	4
> Cc1ccsc1/C=C/c1n[nH]c(=O)c(C#N)c1C
→ 24	0	11	-17	4	-7	13	6	0.4	-0.5	-21
> Cc1ccc(N2C(=O)NC(NC(=O)c3ccc(Cl)cc3)(C(F)(F)F)C2=O)cc1 (stereo not given)
→ 2	-3	19	19	7	8	23	10	0.2	0.3	-5
> COc1ccc(-c2cn[nH]c2-c2ccc(O)cc2O)cc1
→ -26	-1	74*	11	8	70*	19	-4	0.0	1.9	15
> CC(=O)c1cc(C(=O)Nc2ccccc2C(=O)O)oc1C
→ -1	-1	2	14	5	4	20	3	-0.1	0.8	0
> CCn1cc(C(=O)OCC(=O)c2cc(C)n(-c3ccccc3F)c2C)c(=O)c2ccc(C)nc21
→ -5	1	25	-3	-13	14	2	2	0.1	1.1	22
> O=C(Nc1ccc2c(c1)OCCO2)c1ccc(S(=O)(=O)N2CCCCC2)cc1
→ -41	3	10	-65	6	11	-108	-18	0.2	1.1	-11
> CCCn1nc(C(=O)Nc2cccc(S(=O)(=O)N(C)c3ccccc3)c2)c2ccccc2c1=O
→ -10	.	21	34	-7	-16	13	2	-0.5	0.6	23
